Screening data as filed in PubChem BioAssay.
PLK1 PBD block – inhibitors of human PLK1 polo-box domain binding | 360,000 compounds, 2.8% hits | Potency, µM, for inactives: max response, negative = inhibition, hits mostly inhibitors | Plk1 PBD binding of FITC phosphopeptide, fluorescence polarization | P53350 | AID 720504; note: potency is the fitted concentration of half-maximal effect; series mostly up to about 57 µM; % is set by controls: 0 for no effect and ±100 for the full control effect; nearly all actives have a fitted effect of over 65% in size
PTHR1 ag – agonists of human PTHR1 parathyroid hormone receptor; 410,000 compounds, 0.075% hits; Potency, µM (titrated, usually from 115 µM), for inactives: at the highest dose activation, actives largely listed as activators; AID 743266; HEK293 GP2 PTHR1 cells, GloSensor cAMP luminescence, 1 h; Q03431; note: potency is the fitted concentration of half-maximal effect; nearly all actives have a fitted effect of over 55% in size; some results filed as inactive show a strong effect at the top dose; inactives centre near -15; many of its hits are not listed in these tables
Target sequence (Q03431 whole entry, looked up): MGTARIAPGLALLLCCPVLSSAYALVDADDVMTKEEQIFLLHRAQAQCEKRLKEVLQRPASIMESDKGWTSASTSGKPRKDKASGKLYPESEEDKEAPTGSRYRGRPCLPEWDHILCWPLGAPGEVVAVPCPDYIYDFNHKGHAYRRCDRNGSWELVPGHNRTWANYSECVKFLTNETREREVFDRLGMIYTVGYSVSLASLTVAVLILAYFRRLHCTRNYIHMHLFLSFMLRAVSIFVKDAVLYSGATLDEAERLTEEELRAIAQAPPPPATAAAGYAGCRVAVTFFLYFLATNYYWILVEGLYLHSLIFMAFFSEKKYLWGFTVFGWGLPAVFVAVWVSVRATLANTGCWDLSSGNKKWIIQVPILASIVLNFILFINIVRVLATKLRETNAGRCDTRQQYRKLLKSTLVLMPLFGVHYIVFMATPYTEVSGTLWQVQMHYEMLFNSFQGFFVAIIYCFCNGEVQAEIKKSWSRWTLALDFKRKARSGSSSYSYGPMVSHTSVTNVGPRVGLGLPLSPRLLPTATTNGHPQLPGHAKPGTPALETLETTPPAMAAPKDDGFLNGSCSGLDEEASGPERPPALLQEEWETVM
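HEK-293-derived GP2 cells expressing PTHR1 and a GloSensor cAMP reporter, 3,000/well, plated overnight, given luciferin plus IBMX (each 0.5 mM as added) for 1 h at 37 °C, then compound for 1 h at 37 °C. Luminescence was read after 15 min at room temperature.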
IL-2 act – IL-2 activation; IL-2 activation reporter assay, cell-based qHTS; stimulated with anti-CD3/CD4/CD28 beads; in transgenic mouse T cells; 360,000 compounds, 0.065% hits; AID 652025; activation, % (series mostly up to about 46 µM); in the data active = activation above about 50%; inconclusive = mostly about 30% to 49%; note: 0% is about no effect
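Readout is EGFP and DsRed signal by fluorescent plate cytometry after 18 h at 37 degrees C. Transgenic mouse T cells (750/well) received compound for 60 min before bead stimulation (anti-CD3, anti-CD4, anti-CD28); memory T cells served as non-tolerant control.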
PI5P4K alpha inh – inhibitors of human PI5P4K alpha. max response, %. PI5P4Kalpha enzyme, ADP-Glo luminescence, 60 min; stronger effect = lower value. 330,000 compounds, 1.2% hits; active = max response of -50% or lower; inconclusive = between -30% and -50%; inactive = -30% or higher; note: value at the top dose of about 77 µM; % is set by controls: 0 for no effect and ±100 for the full control effect
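Reactions run in 0.038 M HEPES pH 7.4, 0.28 mM EGTA, 0.1% CHAPS and 5% DMSO, with PI5P4Kalpha, substrate, compound and 5 microM ATP final, one hour at room temperature. Readout is ADP-Glo luminescence.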
HEK293 tox – cytotoxic in the GLP-1 receptor inverse agonist counter-screen. HEK293 cAMP-luciferase reporter cells, luminescence, 24 h. Potency, µM (top dose mostly 38.3 µM), inactives show at the highest dose activity change, negative = inhibition, most hits filed as inhibitors. 410,000 compounds, 0.13% hits;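 note: loss of luciferase light is scored as toxicity; potency is the fitted concentration of half-maximal effect; % is set by controls: 0 for no effect and ±100 for the full control effect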
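To flag toxic compounds, the library was rerun on cells for 24 hr at 37 deg C and 5% CO2. Viability-linked luminescence was captured 12 min after adding luciferase detection reagent.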
GLP1R ag – GLP-1 receptor (human) agonism. P43220. HEK293 GLP-1R CRE-luciferase, luminescence, 4-6 h; cells express a hypersensitive GLP-1R form. Potency, µM (doses to about 45.6 µM), inactives show top-dose activation, usual class: activators. 380,000 compounds, 0.007% hits. AID 624172; note: potency is the fitted concentration of half-maximal effect; % of control where 0% means no effect
Target sequence (P43220 whole entry, looked up): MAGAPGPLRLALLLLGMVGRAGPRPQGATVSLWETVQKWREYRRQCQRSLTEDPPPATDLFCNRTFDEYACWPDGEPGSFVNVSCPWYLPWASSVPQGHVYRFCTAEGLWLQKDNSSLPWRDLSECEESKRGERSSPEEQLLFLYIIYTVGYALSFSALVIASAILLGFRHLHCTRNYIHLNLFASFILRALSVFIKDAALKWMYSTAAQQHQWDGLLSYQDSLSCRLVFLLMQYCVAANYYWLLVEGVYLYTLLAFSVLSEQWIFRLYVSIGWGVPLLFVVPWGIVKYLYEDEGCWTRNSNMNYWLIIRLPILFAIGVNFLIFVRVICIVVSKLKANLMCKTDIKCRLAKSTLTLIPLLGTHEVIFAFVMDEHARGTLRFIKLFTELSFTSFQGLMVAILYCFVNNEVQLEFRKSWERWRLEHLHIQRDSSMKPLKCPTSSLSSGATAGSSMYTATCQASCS
GLP-1R inv ag – GLP-1 receptor (human) inverse agonism. P43220. HEK293 GLP-1R CRE-luciferase, luminescence, 24 h; GLP-1R form is constitutively active. Potency, µM (titrated, usually from 38.3 µM), for the others: at the highest dose activity change, negative = inhibition, usual class: inhibitors. 410,000 compounds, 1.6% hits. AID 624417; note: potency is the fitted concentration of half-maximal effect; % is set by controls: 0 for no effect and ±100 for the full control effect; nearly all actives have a fitted effect of over 55% in size
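Readout was luciferase luminescence, measured 12 min after detection reagent at room temperature. Beforehand, GLP-1R reporter HEK293 cells had sat 12 h, then received compounds for 24 hr at 37 deg C.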
EPAC1 antagonist – blocks human EPAC1 exchange factor; O95398; EPAC1 GEF assay, Rap1b-BODIPY-GDP exchange fluorescence; Potency, µM (top dose mostly 115 µM), for inactives: at the highest dose activity change, negative = inhibition, hits mostly inhibitors; 360,000 compounds, 0.14% hits;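 note: potency is the fitted concentration of half-maximal effect; plate controls were vehicle for no effect and positive control for full effect; nearly all actives have a fitted effect of over 50% in size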
EPAC1 agonist – activates human EPAC1 exchange factor. O95398. EPAC1 agonist qHTS, biochemical assay; response scale: 100% = response to 6.5 mM cAMP. Potency, µM (highest dose often 154 µM), for the others: at the highest dose activation, most hits filed as activators. 360,000 compounds, 0.073% hits. AID 720707; note: potency is the fitted concentration of half-maximal effect; nearly all actives have a fitted effect of over 60% in size
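Normalized to 6.5 mM cAMP, activity reflects EPAC1-catalysed release of BODIPY-GDP from Rap1B, followed kinetically over 30 min at 480 nm excitation, 540 nm emission. Reaction contained 100 nM EPAC1, 250 nM Rap1B-BODIPY-GDP, 50 uM GDP.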
Starred values were filed as active, the others as inactive; i = inactive; u = inconclusive; x = no result given; & = joins results of further samples; [ ] = dose if it differs, or a comment. Unless noted, calls come from the whole dose curve; as a rule, active = well fitted curve in the direction sought with a large enough effect; inconclusive = small, poorly fitted or top-dose-only effect, or another doubt; inactive = no such curve, though single readings can be large; an effect the other way counts as inactive or inconclusive. Some of the compounds tested, so the mix of outcomes need not match the whole.

| cpd | structure | PI5P4K alpha inh | GLP-1R inv ag | GLP1R ag | EPAC1 antagonist | EPAC1 agonist | PTHR1 ag | IL-2 act | HEK293 tox | PLK1 PBD block |
| --- | --- | --- | --- | --- | --- | --- | --- | --- | --- | --- |
| 1 | Cc1ccc(N(C(=O)c2ccncc2)C2C=CS(=O)(=O)C2)cc1 (stereo not given) | 6 | 21% | 3% | -5% | -12% | -5% | 2.6 | -4% | u |
| 2 | CSc1nc(N(C)NC(=O)c2cccc(C)c2)c2ccccc2n1 | 8 | -67% | 1% | -13% | 1% | -13%[57.5 µM] | -0.7 | -43% | -6% |
| 3 | O=C(Nc1cccc(-c2nc3cccnc3s2)c1)c1ccc(Cl)nc1 | 2 | 19% | 15% | 2% | 8% | -5% | 0.5 | 8% | -1% |
| 4 | CN1CCC(CO)(Cc2ccccc2)CC1 | 3 | -35% | 10% | -22% | 9% | i | 2.2 | 6% | -5% |
| 5 | CCc1csc(CNC(=O)C2CCC(=O)N(Cc3cccc(F)c3)C2)n1 (stereo not given) | 1 | 22% | -4% | -7% | 0% | i | 0.4 | 4% | 5% |
| 6 | O=C(CSCc1ccc(Cl)cc1)Nc1cccc(C(=O)O)c1 | -11 | 11% | -3% | 1% | -3% | -18% | 1.3 | 5% | -5% |
| 7 | O=C(CCCc1ccccn1)c1ccc(-c2ccccc2)cc1 | -8 | u | 16% | 6% | 10% | -23% | -0.7 | -3% | -5% |
| 8 | CCOC(=O)Cc1csc(NS(=O)(=O)c2cc(Cl)ccc2Cl)n1 | u | -7% | -8% | u | 5% | 0% | 0.6 | 7% | -11% |
| 9 | COC(=O)CCC(=O)N(C)CC1CCCN(CCc2cccc(C(F)(F)F)c2)C1 (stereo not given) | 12 | -6% | -4% | 14% | 10% | i | -0.1 | 1% | -2% |
| 10 | CCOC(=O)c1c(-n2cnnn2)sc2c1CCCC2 | -4 | 6% | 19% | -8% | 15% | i | 1.2 | 4% | -8% |

Two records drawn at random from the list so far:
| cpd | structure | PI5P4K alpha inh | GLP-1R inv ag | GLP1R ag | EPAC1 antagonist | EPAC1 agonist | PTHR1 ag | IL-2 act | HEK293 tox | PLK1 PBD block |
| --- | --- | --- | --- | --- | --- | --- | --- | --- | --- | --- |
| 6 | O=C(CSCc1ccc(Cl)cc1)Nc1cccc(C(=O)O)c1 | -11 | 11% | -3% | 1% | -3% | -18% | 1.3 | 5% | -5% |
| 8 | CCOC(=O)Cc1csc(NS(=O)(=O)c2cc(Cl)ccc2Cl)n1 | u | -7% | -8% | u | 5% | 0% | 0.6 | 7% | -11% |

The list goes on.
| cpd | structure | PI5P4K alpha inh | GLP-1R inv ag | GLP1R ag | EPAC1 antagonist | EPAC1 agonist | PTHR1 ag | IL-2 act | HEK293 tox | PLK1 PBD block |
| --- | --- | --- | --- | --- | --- | --- | --- | --- | --- | --- |
| 11 | NC(=O)COC(=O)[C@H](Cc1c[nH]c2ccccc12)NC(=O)c1ccc(F)cc1 | 1 | -12% | 5% | 17% | -3% | -10% | 0.0 | -1% | 4% |
| 12 | O=C(O)c1cc(C(=O)O)cc(-c2ccc(/C=c3/sc4nc5ccccc5n4c3=O)o2)c1 | -27 | u | 4% | 4% | 7% | i | 5.2 | -10% | -15% |
| 13 | CNS(=O)(=O)c1cccc(C(=O)OCC(=O)Nc2cc(F)ccc2F)c1 | -3 | 3% | 9% | -4% | -5% | -43%[inhibitor] | 0.4 | 7% | -5% |
| 14 | O=C(NCCc1ccncc1)Nc1ccccc1 | -5 | 6% | -16% | -14% | 4% | i | 1.0 | 2% | 3% |
| 15 | CC1(C)CC2(C)OCCN2C(=S)N1 (stereo not given) | 2&1 | -2%&-7% | 3%&-3% | -15%&18% | 15%&2% | i | -0.3&1.0 | -10%&-11% | -1%&4% |
| 16 | CCC(Sc1ccc2nnc(-c3cccnc3)n2n1)C(=O)O (stereo not given) | -58* | -6% | -3% | -25% | -13% | u | -4.2 | 0% | -14% |
| 17 | O=C(O)C(Cc1cn[nH]n1)=NO | 6 | -1% | -7% | -11% | -4% | -3% | -0.3 | 2% | 0% |
| 18 | CN(C)N1C(N)=C(C#N)C(c2ccc(F)cc2)C2=C1CCCC2=O (stereo not given) | 0 | 12% | 6% | 1% | 13% | -2% | -0.4 | -7% | -13% |
| 19 | Nc1c(Cl)cc(-c2csc(NC(CO)c3nc4ccccc4n3CCOCCO)n2)cc1Cl (stereo not given) | -21 | 70%[activator] | u | -7% | -10% | i | -0.1 | -1% | u |
| 20 | CCCCSc1c(C)c2cc3c(cc2[nH]c1=O)OCO3 | x | -9% | -9% | 16% | 1% | i | -1.4 | u | 0% |
| 21 | CC(Nc1cc(=O)n(C)c(=O)n1C)c1ccccc1 (stereo not given) | 2 | 19% | -12% | -9% | 2% | u | -2.3 | -5% | -3% |
| 22 | Cn1c(SCc2cnc(-c3ccccc3)s2)nnc1C1COc2ccccc2O1 (stereo not given) | -7 | -11% | -6% | 2% | -6% | -6% | -1.7 | 12% | -9% |
| 23 | CCCCCCC(=O)Nc1ccc(Cl)cn1 | x | u | 6% | -3% | 4% | -21% | 1.5 | -5% | -1% |
| 24 | CC(Sc1nncs1)C(=O)Nc1ccc2c(c1)OCO2 (stereo not given) | -16 | 11% | 8% | 5% | -12% | i | -0.6 | 10% | -9% |
| 25 | CCCCCOc1ccc(Cn2ccnc2)cc1[N+](=O)[O-] | 1 | u | 11% | -8% | -1% | -26% | 0.5 | -2% | -12% |
| 26 | COc1ccc([C@H]2C(C#N)=C([S-])N[C@](C)(O)[C@@H]2[n+]2ccccc2)cc1 | u | -5% | 11% | -5% | 7% | i | 1.0 | -14% | u |
| 27 | CCN(CC)S(=O)(=O)c1cccc(C(=O)Nc2ccc(C#N)cc2)c1 | 1 | -11% | 21% | -17% | -4% | -25%[57.5 µM] | -1.1 | -7% | 1% |
| 28 | CCOC(=O)Cn1ncc2c(=O)oc3ccccc3c21 | -11 | -2% | -10% | -9% | 3% | i | -0.4 | -17% | 10% |
| 29 | CC(=O)c1cc2c(cc1NC(=O)c1c(-c3ccccc3)noc1C)OCO2 | -4 | 1% | -6% | -16% | -7% | i | -4.3 | 3% | -2% |
| 30 | Fc1ccc(N/N=C(/c2ccccc2)c2ccccn2)cc1 | 0 | 10% | 4% | -8% | -2% | i | 7.6 | 4% | -4% |

One compound at a time (already shown).
CCN(CC)S(=O)(=O)c1cccc(C(=O)Nc2ccc(C#N)cc2)c1 across the screens: PI5P4K alpha inh = 1; GLP-1R inv ag = -11%; GLP1R ag = 21%; EPAC1 antagonist = -17%; EPAC1 agonist = -4%; PTHR1 ag = -25%[57.5 µM]; IL-2 act = -1.1; HEK293 tox = -7%; PLK1 PBD block = 1%
Fc1ccc(N/N=C(/c2ccccc2)c2ccccn2)cc1 across the screens: PI5P4K alpha inh = 0; GLP-1R inv ag = 10%; GLP1R ag = 4%; EPAC1 antagonist = -8%; EPAC1 agonist = -2%; PTHR1 ag = i; IL-2 act = 7.6; HEK293 tox = 4%; PLK1 PBD block = -4%
CCCCCCC(=O)Nc1ccc(Cl)cn1 across the screens: PI5P4K alpha inh = x; GLP-1R inv ag = u; GLP1R ag = 6%; EPAC1 antagonist = -3%; EPAC1 agonist = 4%; PTHR1 ag = -21%; IL-2 act = 1.5; HEK293 tox = -5%; PLK1 PBD block = -1%

Next results.
| cpd | structure | PI5P4K alpha inh | GLP-1R inv ag | GLP1R ag | EPAC1 antagonist | EPAC1 agonist | PTHR1 ag | IL-2 act | HEK293 tox | PLK1 PBD block |
| --- | --- | --- | --- | --- | --- | --- | --- | --- | --- | --- |
| 31 | CCOc1ccc(NC(=O)C2CC(=O)N(c3cc(C)cc(C)c3)C2)cc1 (stereo not given) | 0 | u | -16% | -5% | -13% | -14%[57.5 µM] | 1.5 | -14% | -1% |
| 32 | O=C(NCCCN1CCCC1)c1ccc2c(c1)N(Cc1ccccc1F)C(=O)c1ccccc1S2=O (stereo not given) | 1 | 8.9µM* | 0% | 10% | 11% | -27% | -2.2 | -1% | -20% |
| 33 | N#Cc1ccc(OCC(O)CN2CCN(c3ncc(C(F)(F)F)cc3Cl)CC2)cc1 (stereo not given) | 6 | u | 14% | -5% | 6% | -27% | -0.5 | -20% | -6% |
| 34 | CCc1ccccc1S(=O)(=O)Cc1ccc(C(=O)NC2CCCC2)o1 | -2 | -6% | 5% | 2% | 0% | -16% | -1.7 | -10% | -6% |
| 35 | O=C(COc1ccc(CO)cc1)Nc1ccc(F)cc1 | x | 7% | -1% | 8% | 11% | -15%[57.5 µM] | -1.9 | 27% | 3% |
| 36 | C=CCn1c(SCC(=O)Nc2cccc(S(N)(=O)=O)c2)nc2sc(C)c(C)c2c1=O | -15 | 142%[activator] | 21% | -24% | 3% | u | -0.6 | -6% | 1% |
| 37 | Cn1c(=O)[nH]c(=O)c2c1[nH]c(=S)n2Cc1ccccc1 | -85* | 5% | -2% | 7% | 0% | i | -3.2 | -9% | 24µM* |
| 38 | Cc1ccc(C2CC(=O)Nc3c2ccc2ccccc32)cc1[N+](=O)[O-] (stereo not given) | -3 | u | 14% | -18% | 18% | -37%[inhibitor] | -3.5 | 8% | -11% |
| 39 | CC(Sc1nc2ncc(Cl)cc2[nH]1)C(=O)Nc1ccc(C(N)=O)cc1 (stereo not given) | -2 | 38%[activator] | 6% | -26% | -2% | -21% | -0.7 | 12% | 0% |
| 40 | COC(=O)c1ccccc1NC(=O)CSc1nc(O)cc(=O)n1C1CCCC1 | -1 | 14% | 5% | 0% | -3% | i | -2.0 | 16% | -13% |
| 41 | O=S(=O)(Nc1cccc2c1ccc1cccn12)c1cccs1 | u | -5% | -5% | -3% | -2% | -13% | -0.3 | 1% | -10% |
| 42 | CCS(=O)(=O)N1CCC2(CC1)OCCN2S(=O)(=O)c1ccccc1 | -2 | 7% | 9% | 4% | -8% | i | -3.3 | 2% | 3% |
